High-throughput results (PubChem)
proCasp3 act – procaspase-3 (human) activation; 0.11% of 330,000 active; activation, % at 8.5 µM; recombinant procaspase-3 D3A, Ac-DEVD-pNA absorbance 405 nm;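 active means activation above the mean of all tested compounds plus 3 SD, cut at about 21% in these data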;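 further: 0% = DMSO alone and 100% = DMSO wells spiked with extra 5 µM PC-3 D3A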
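Assay system – Procaspase-3 D3A mutant · Benchmarks – DMSO low control, extra-enzyme high control · Technique – 405 nm absorbance of p-nitroaniline, reads at 0 and 120 min · Doses – 8.5 µM nominal · Measure – % activation between DMSO and enzyme-spiked controls · Also added – Ac-DEVD-pNA chromogenic peptide substrate · Schedule – 1 h compound preincubation, 2 h substrate hydrolysis at 25 °C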
MEP2 TOR yeast – alters MEP2-GFP fluorescence in TOR pathway yeast screen; 0.51% of 330,000 active; GFP response vs DMSO, % at 10 µM; S. cerevisiae MEP2-GFP strain, flow cytometry GFP, 3 h; 100% = DMSO control level;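 active means GFP response versus DMSO above a set limit, roughly screen mean plus 3 SD, cut at about 180% in these data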;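 further: median GFP fluorescence of the barcode-gated MEP2-GFP cells per well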
ZTA counter – counter-screen for EBNA-1 inhibitors: inhibitors of Epstein-Barr virus ZTA; P03206; ZTA-DNA binding, fluorescence polarization; inhibition, % at 11 µM; 0.15% of 320,000 active; AID 2234; in the data active means inhibition above about 33%
AHR act – activates the human aryl hydrocarbon receptor; P35869; AHR-responsive luciferase reporter cells, luminescence; activation, % at 5 µM; 2.5% of 320,000 active; AID 2796; in the data active means activation above about 47%;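 further: 0% = vehicle wells and 100% = reference agonist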
proCasp7 act – counter-screen: procaspase-7 (human) activation. P55210. recombinant procaspase-7, Ac-DEVD-pNA absorbance 405 nm; D23A/D198A/D206A triple mutant, cannot self-cleave; scale: DMSO 0, 5 µM enzyme 100. activation, % at 8.5 µM. 0.093% of 330,000 active;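 active means percent activation above the screen-wide mean plus 3 SD, cut at about 25% in these data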
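Replicates: singlicate. Assay system: Procaspase-7 triple mutant (PC-7 D3A). Signal: 405 nm absorbance of p-nitroaniline. Times: 1 h preincubation, 2 h reaction. Buffer or medium: Zinc-free HEPES pH 7.4 with 300 mM NaCl, 0.01% Triton X-100. Also added: DEVD-pNA substrate. Benchmarks: DMSO wells as 0%, DMSO with 5 µM added PC-7 as 100%.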
EBNA-1 inh – blocks EBNA-1 binding to DNA; EBNA-1 DNA binding, fluorescence polarization; inhibition, % at 14.8 µM; 0.34% of 300,000 active; in the data active means inhibition above about 28%
LAP4-GFP MLPCN – modulators of TOR pathway LAP4-GFP in S. cerevisiae. S. cerevisiae LAP4-GFP multiplex, flow cytometry GFP, 3 h; median GFP as percent of DMSO wells. GFP response vs DMSO, % at 10 µM. 0.34% of 320,000 active. AID 2023;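 active means GFP response vs DMSO above a set limit, about the screen mean plus 3 SD, cut at about 150% in these data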
RPL19A-GFP yeast – modulators of TOR pathway RPL19A-GFP in S. cerevisiae. S. cerevisiae RPL19A-GFP strain, flow cytometry, 3 h; stronger effect = lower value. percent response vs DMSO, % at 10 µM. 0.3% of 330,000 active;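 active means percent response vs DMSO below 50%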;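 further: median channel GFP fluorescence of the barcoded RPL19A-GFP strain; ratio of sample median GFP to plate DMSO average so 100% = DMSO; lower means less RPL19A-GFP as with rapamycin TOR inhibition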
Numbers without * were called inactive; · = no result given.

#1 Cc1[nH][nH]c(=O)c1C(c1ccc(N(C)C)c(Br)c1)c1c(C)[nH][nH]c1=O
#2 CCc1nnc(NS(=O)(=O)c2ccc(NC(=O)c3cc(Cl)ccc3Cl)cc2)s1
#3 Cc1ccc(Oc2c(C=O)c3ccccc3n2C)cc1
#4 O=C(OCc1cnc(Cl)s1)c1cccc(Cl)c1
#5 O=C(CN1C(=O)NC2(CCCCCCC2)C1=O)Nc1c(Cl)cccc1Cl
#6 O=C(C(=O)N1CCOCC1)c1cn(CC(=O)N2CCCCC2)c2ccccc12
#7 Cc1cc(OC(C)C(=O)NCCCN2CCOCC2)ccc1Cl (stereo unspecified)
#8 COc1ccc(N2CCN(C(=O)c3cccc(S(=O)(=O)N4CCCc5ccccc54)c3)CC2)cc1

Assay by compound	1	2	3	4	5	6	7	8
proCasp3 act	-4	-8	-3	0	6	-3	13	0
MEP2 TOR yeast	99	97	103	99	88	106	98	98
ZTA counter	-18	-2	7	11	·	-6	1	-5
AHR act	2	-2	6	2	-1	1	6	5
proCasp7 act	-22	-2	-1	-1	10	-7	-3	5
EBNA-1 inh	-16	-1	-7	3	·	-2	13	·
LAP4-GFP MLPCN	172*	97	110	102	87	98	101	101
RPL19A-GFP yeast	92	95	109	100	93	105	115	101

Ordered by value in EBNA-1 inh (high to low): three from the list above.
| no. | compound | EBNA-1 inh |
| --- | --- | --- |
| 7 | Cc1cc(OC(C)C(=O)NCCCN2CCOCC2)ccc1Cl (stereo unspecified) | 13 |
| 4 | O=C(OCc1cnc(Cl)s1)c1cccc(Cl)c1 | 3 |
| 3 | Cc1ccc(Oc2c(C=O)c3ccccc3n2C)cc1 | -7 |

(listing goes on)
#9 Cc1ccc(S(=O)(=O)N2CCN(C(=S)NCCc3ccccc3)CC2)cc1
#10 OCCN1CCN(c2nc(-c3ccccc3)nc3c2oc2ccccc23)CC1
#11 CCCC(=O)Nc1ccc(C(=O)NCc2ccccn2)cc1
#12 CCN(CC)Cc1nc2c(c(=O)[nH]1)C(CC)(CC)Cc1ccccc1-2
#13 COc1ccc(/C=C(\NC(=O)c2ccccc2)C(=O)N2CCN(C)CC2)cc1
#14 Cc1ccc(NC(=O)C(C)Sc2nnc(C3CC3)n2C2CC2)cc1S(=O)(=O)N1CCOCC1 (stereo unspecified)
#15 Cc1ccc(C(=O)N2CCN(c3ncccn3)CC2)cc1S(=O)(=O)N1CCCCC1
#16 CCOc1cc(S(=O)(=O)NCc2ccc3c(c2)OCO3)ccc1F

Assay by compound	9	10	11	12	13	14	15	16
proCasp3 act	3	1	-3	-12	0	-1	-12	-5
MEP2 TOR yeast	83	88	103	95	102	98	102	91
ZTA counter	-3	-15	10	6	2	-8	-3	-5
AHR act	0	-2	2	0	4	-2	2	1
proCasp7 act	6	7	8	-3	-9	3	-2	-11
EBNA-1 inh	65*	-8	4	10	4	·	-5	-3
LAP4-GFP MLPCN	87	80	99	94	100	88	96	83
RPL19A-GFP yeast	89	89	97	101	103	92	106	90

#17 O=C(O)CC(NC(=O)Cc1ccc(Cl)cc1)c1ccco1 (stereo unspecified)
#18 CC(C)c1cc(CN2CCN(Cc3ccc(F)c(F)c3)C(CCO)C2)[nH]n1 (stereo unspecified)
#19 O=c1[nH][nH]cc1C=Nc1ccc(Oc2ccccc2)cc1
#20 COc1ccccc1NC(=O)C1=C(C)NC(=O)NC1c1cccc(OC)c1OC (stereo unspecified)
#21 O=S(=O)(NC1CCN(Cc2ccccc2)CC1)c1cccc(S(=O)(=O)N2CCOCC2)c1
#22 O=C(NC1CCS(=O)(=O)C1)c1cn(-c2ccccc2)nc1-c1ccccc1 (stereo unspecified)
#23 COc1cccc(CN2CC(C(=O)NCCOc3ccccc3)CCC2=O)c1 (stereo unspecified)
#24 CCOc1ccc(NC(=O)c2nnn(CC(=O)Nc3ccccc3OCC)c2N)cc1

Assay by compound	17	18	19	20	21	22	23	24
proCasp3 act	4	2	3	8	-2	2	11	-5
MEP2 TOR yeast	100	97	104	93	102	102	97	105
ZTA counter	10	-5	-3	11	-8	11	7	2
AHR act	0	-3	2	4	-1	1	-1	3
proCasp7 act	4	1	-8	2	1	12	5	6
EBNA-1 inh	2	4	-1	-11	2	7	-8	20
LAP4-GFP MLPCN	103	91	101	89	93	99	103	101
RPL19A-GFP yeast	97	90	100	92	89	97	98	93

#25 COC(=O)c1ccc(N=Cc2c(C(F)(F)F)[nH][nH]c2=O)cc1
#26 CC1CCN(C(=O)CSc2nncn2-c2ccccn2)CC1
#27 CCCCn1c(N)c(N(CCOC)C(=O)c2ccc(-c3cccc(C(F)(F)F)c3)o2)c(=O)[nH]c1=O
#28 O=C(c1cc(-c2ccc(Br)cc2)on1)N1CCCC1
#29 COc1cc2c(cc1OC)CN(S(=O)(=O)c1cccs1)CC2
#30 COC(=O)c1sccc1NC(=O)c1ccccc1F
#31 Cc1ccc(-c2nc3ncccc3o2)cc1NC(=O)c1cc2ccccc2o1
#32 O=C1Nc2ccc(Br)cc2C1(O)c1ccc(F)cc1 (stereo unspecified)

Assay by compound	25	26	27	28	29	30	31	32
proCasp3 act	6	8	8	6	6	-7	13	5
MEP2 TOR yeast	101	101	90	97	97	103	109	95
ZTA counter	6	5	-6	4	-10	-2	-2	3
AHR act	-1	0	6	-9	2	6	12	3
proCasp7 act	2	-7	1	7	-3	8	1	6
EBNA-1 inh	11	0	-7	10	3	-5	3	8
LAP4-GFP MLPCN	92	99	97	89	97	90	109	86
RPL19A-GFP yeast	100	101	87	96	95	109	100	100

Arranged by count of non-hydrogen atoms (rising): part of the list above
#4 O=C(OCc1cnc(Cl)s1)c1cccc(Cl)c1
#32 O=C1Nc2ccc(Br)cc2C1(O)c1ccc(F)cc1 (stereo unspecified)
#17 O=C(O)CC(NC(=O)Cc1ccc(Cl)cc1)c1ccco1 (stereo unspecified)
#29 COc1cc2c(cc1OC)CN(S(=O)(=O)c1cccs1)CC2
#7 Cc1cc(OC(C)C(=O)NCCCN2CCOCC2)ccc1Cl (stereo unspecified)
#16 CCOc1cc(S(=O)(=O)NCc2ccc3c(c2)OCO3)ccc1F
#1 Cc1[nH][nH]c(=O)c1C(c1ccc(N(C)C)c(Br)c1)c1c(C)[nH][nH]c1=O
#5 O=C(CN1C(=O)NC2(CCCCCCC2)C1=O)Nc1c(Cl)cccc1Cl
#9 Cc1ccc(S(=O)(=O)N2CCN(C(=S)NCCc3ccccc3)CC2)cc1
#23 COc1cccc(CN2CC(C(=O)NCCOc3ccccc3)CCC2=O)c1 (stereo unspecified)

Assay by compound	4	32	17	29	7	16	1	5	9	23
proCasp3 act	0	5	4	6	13	-5	-4	6	3	11
MEP2 TOR yeast	99	95	100	97	98	91	99	88	83	97
ZTA counter	11	3	10	-10	1	-5	-18	·	-3	7
AHR act	2	3	0	2	6	1	2	-1	0	-1
proCasp7 act	-1	6	4	-3	-3	-11	-22	10	6	5
EBNA-1 inh	3	8	2	3	13	-3	-16	·	65*	-8
LAP4-GFP MLPCN	102	86	103	97	101	83	172*	87	87	103
RPL19A-GFP yeast	100	100	97	95	115	90	92	93	89	98

#20 COc1ccccc1NC(=O)C1=C(C)NC(=O)NC1c1cccc(OC)c1OC (stereo unspecified)
#15 Cc1ccc(C(=O)N2CCN(c3ncccn3)CC2)cc1S(=O)(=O)N1CCCCC1
#24 CCOc1ccc(NC(=O)c2nnn(CC(=O)Nc3ccccc3OCC)c2N)cc1
#21 O=S(=O)(NC1CCN(Cc2ccccc2)CC1)c1cccc(S(=O)(=O)N2CCOCC2)c1
#14 Cc1ccc(NC(=O)C(C)Sc2nnc(C3CC3)n2C2CC2)cc1S(=O)(=O)N1CCOCC1 (stereo unspecified)
#27 CCCCn1c(N)c(N(CCOC)C(=O)c2ccc(-c3cccc(C(F)(F)F)c3)o2)c(=O)[nH]c1=O

Assay by compound	20	15	24	21	14	27
proCasp3 act	8	-12	-5	-2	-1	8
MEP2 TOR yeast	93	102	105	102	98	90
ZTA counter	11	-3	2	-8	-8	-6
AHR act	4	2	3	-1	-2	6
proCasp7 act	2	-2	6	1	3	1
EBNA-1 inh	-11	-5	20	2	·	-7
LAP4-GFP MLPCN	89	96	101	93	88	97
RPL19A-GFP yeast	92	106	93	89	92	87

Additional compounds:
#33 Cc1ccc2nc3sc(C(=O)NCc4ccco4)c(N)c3cc2c1
#34 N#C/C(=C\Nc1ccc2c(c1)OCCO2)c1nc(-c2ccccc2)cs1
#35 Cc1c(Br)c([N+](=O)[O-])nn1C(C)C(=O)Nc1nccs1 (stereo unspecified)
#36 C=CCn1c(SCC(=O)c2[nH]c(C)c(C(=O)OCC)c2C)nc2scc(-c3ccccc3)c2c1=O
#37 CCOc1ccccc1/C=N/n1c(C)nc2ccccc2c1=O
#38 O=C(CSc1nnc(CNC(=O)c2cccs2)o1)Nc1ccc(F)cc1F
#39 CC1CCCC(C)N1CC(C)(C)NS(=O)(=O)c1ccc(Cl)cc1 (stereo unspecified)
#40 O=C(NCc1ccncc1)c1ccc(N2CCCC2)c([N+](=O)[O-])c1

Assay by compound	33	34	35	36	37	38	39	40
proCasp3 act	-13	-4	6	8	8	5	2	2
MEP2 TOR yeast	97	94	98	104	113	109	102	99
ZTA counter	-10	-11	17	-16	8	-7	-20	-7
AHR act	11	11	1	3	2	13	0	21
proCasp7 act	-25	-3	9	-9	10	5	3	-1
EBNA-1 inh	-6	-12	5	17	4	7	-1	-2
LAP4-GFP MLPCN	94	90	92	106	94	99	103	100
RPL19A-GFP yeast	95	104	97	102	105	99	103	100

#41 Nc1nc(O)c(Sc2ccccc2[N+](=O)[O-])c(=O)[nH]1
#42 COc1ccc(Br)cc1/C=N/NC(=O)CN1CCN(Cc2ccccc2)CC1
#43 C=CCCC(=O)NC1CC(C)(C)Cc2c1cnn2-c1cccc(F)c1 (stereo unspecified)
#44 C=CCc1ccc(OCCCCN2CC(C)CC(C)C2)c(OC)c1 (stereo unspecified)
#45 O=C(Nc1ccc(Cl)cc1)N1CCCC1
#46 O=C(NCCO)C1COc2ccccc2O1 (stereo unspecified)
#47 O=C(Nc1ccc2c(c1)C(=O)N(c1ccccc1)C2=O)c1cccs1
#48 CCOC(=O)/C(N=Nc1sc(C(=O)OC)c(C)c1C(=O)OCC)=C(\O)CCl
#49 COc1ccc(NC(=O)c2c(-c3ccccc3)noc2C)c(OC)c1

Assay by compound	41	42	43	44	45	46	47	48	49
proCasp3 act	-12	8	5	-6	6	-5	1	-8	-1
MEP2 TOR yeast	105	116	94	103	97	93	101	·	103
ZTA counter	-5	1	9	-3	4	2	-11	-3	-19
AHR act	1	6	1	10	10	0	-2	5	1
proCasp7 act	9	6	-9	4	18	1	0	-19	2
EBNA-1 inh	-2	2	4	-11	-1	-3	-16	-8	4
LAP4-GFP MLPCN	111	120	80	105	102	98	90	·	99
RPL19A-GFP yeast	103	108	96	100	95	96	98	·	99
